# Compound activity as filed in PubChem.
# LDHA block: inhibitors of human lactate dehydrogenase A | P00338 | purified LDHA, NADH/diaphorase-resazurin fluorescence; hits give low values | activity change, % (values are at about 110 or 230 µM) | 480,000 compounds, 0.15% hits; in the data active = activity change below about -30%; inconclusive = mostly about -25% to -30%;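 also: plate controls were DMSO wells for no effect and wells without enzyme for full effect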
#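 Human LDH5 (2 nM) was incubated with 0.06 mM NADH and 0.2 mM pyruvate for 5 min at room temperature in Tris pH 7.4. Remaining NADH was coupled through diaphorase/resazurin, and resorufin fluorescence was read at 0 and 20 min.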
# 12-LOX inh: inhibitors of human 12S-lipoxygenase ALOX12. P18054. purified 12hLO, xylenol orange hydroperoxide absorbance. Potency, µM (titrated, usually from 108 µM), for inactives: at the highest dose activity change, negative = inhibition, hits mostly inhibitors. 580,000 compounds, 1.1% hits. AID 1671190; active = well fitted inhibition curve with a large enough effect; inconclusive = small, poorly fitted or top-dose-only effect, or another doubt; inactive = no such curve, though single readings can be large or run the other way; also: potency is read from the fitted curve at half-maximal effect
# Target sequence (P18054 whole entry, looked up): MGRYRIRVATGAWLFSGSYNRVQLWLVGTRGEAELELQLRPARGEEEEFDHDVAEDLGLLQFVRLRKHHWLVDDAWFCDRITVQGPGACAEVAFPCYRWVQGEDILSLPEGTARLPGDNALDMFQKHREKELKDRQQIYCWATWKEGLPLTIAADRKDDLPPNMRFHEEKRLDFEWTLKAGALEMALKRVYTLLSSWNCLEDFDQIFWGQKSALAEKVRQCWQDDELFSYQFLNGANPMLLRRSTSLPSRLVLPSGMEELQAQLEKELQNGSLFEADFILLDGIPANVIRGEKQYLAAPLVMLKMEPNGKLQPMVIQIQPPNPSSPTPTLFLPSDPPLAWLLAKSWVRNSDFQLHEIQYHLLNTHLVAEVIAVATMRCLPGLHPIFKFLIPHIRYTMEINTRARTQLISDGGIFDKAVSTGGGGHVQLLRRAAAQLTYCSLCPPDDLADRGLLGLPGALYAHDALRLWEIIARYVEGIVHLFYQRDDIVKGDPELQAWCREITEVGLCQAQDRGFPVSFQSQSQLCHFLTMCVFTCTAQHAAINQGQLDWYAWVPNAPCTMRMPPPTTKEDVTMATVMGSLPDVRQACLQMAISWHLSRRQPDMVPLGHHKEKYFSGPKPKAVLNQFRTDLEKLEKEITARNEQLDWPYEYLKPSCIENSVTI
#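 Purified human 12hLO at 150 nM in 25 mM Hepes, 0.01% Triton X-100, pH 7.0, preincubated 15 min at room temperature with compound. Reaction started with 40 uM arachidonic acid, 30 min at room temperature. Hydroperoxide measured by Fe-xylenol orange, 573/405 nm absorbance ratio.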
# Numbers without * were called inactive; ? = inconclusive; [ ] = remark or other dose. Unless noted, % is scaled to controls: 0 for no effect and ±100 for the full control effect.
# Start of the data: the first three entries, to show the layout:
1	CCOc1cc(C2C(C(=O)c3ccco3)=C(O)C(=O)N2c2cc(C)on2)ccc1O (stereo unspecified)
2	Cc1cc(C)c2cc(C#N)c(NCCNC(=O)c3ccccc3)nc2c1
3	O=C(NC1CC1)c1cc(-c2ccccc2)nc2ccccc12
Screen / compound no.,1,2,3
LDHA block,-2.9,-3.2,1.1
12-LOX inh,-18.0%,?,-6.4%

# Main list, previewed entries included:
1	CCOc1cc(C2C(C(=O)c3ccco3)=C(O)C(=O)N2c2cc(C)on2)ccc1O (stereo unspecified)
2	Cc1cc(C)c2cc(C#N)c(NCCNC(=O)c3ccccc3)nc2c1
3	O=C(NC1CC1)c1cc(-c2ccccc2)nc2ccccc12
4	Cc1nn(C)c(NC(=O)Nc2ccccc2)c1C1=CCCCC1
5	CN(C)c1ccc(NC(=O)c2ccc(N(C)C)cc2)cc1
6	CCc1ccc2nc(-c3cccnc3)cc(C(=O)O)c2c1
Screen / compound no.,1,2,3,4,5,6
LDHA block,-2.9,-3.2,1.1,-0.5,-14.8,0.2
12-LOX inh,-18.0%,?,-6.4%,-0.8%,?,-58.5%

7	Cc1cc(NCc2ccccn2)n2nc(C(F)(F)F)c(-c3ccc(Cl)cc3)c2n1
8	CCCCn1c(SCC(=O)c2cc(C)n(C3CC3)c2C)nc2cc(S(N)(=O)=O)ccc21
9	N#Cc1ccccc1Cn1c(=O)n(CCC(=O)NCc2ccccc2Cl)c(=O)c2sccc21
10	CC(SCc1ccccc1)C(=O)c1c[nH]c2ccccc12 (stereo unspecified)
11	CCc1ccc(CNC(=O)c2ncoc2-c2cccc(OC)c2)cc1
12	CC(NC(=O)C1CC=CCC1)c1ccc(C(F)(F)F)cc1 (stereo unspecified)
Screen / compound no.,7,8,9,10,11,12
LDHA block,-1.1,3.8,-5.2,11.7,-3.9,7.0
12-LOX inh,18.8%,-61.3%,4.5%,-46.9%,-13.3%,-9.6%

13	CSc1ccc(C)c(C(=O)Nc2ccccc2C(C)C)c1
14	COC(=O)[C@]12CCCCC=C1N(Cc1ccc3c(c1)OCO3)C(=O)[C@H](CC(=O)N1CCCCC1)C2
15	CC(C)N(Cc1cnn(C)c1)S(=O)(=O)c1ccc(Cl)cc1F
16	CC(C)NS(=O)(=O)c1cccc(C(=O)Nc2ccc(N3CCCCC3)c3ccncc23)c1
17	Fc1ccc(OCc2nnc(-c3ccccc3)o2)cc1
18	CC(=O)Oc1ccc(CC(=O)Nc2ccc(O)c(-c3nc4ccccc4o3)c2)cc1
Screen / compound no.,13,14,15,16,17,18
LDHA block,-4.0,-1.9,0.8,62.2,2.9,-5.6
12-LOX inh,?,-3.3%,151.9%[activator],61.7%,15.0%,52.6%

19	CCOc1ccc(C2C(C#N)=C(N)Oc3n[nH]c(-c4ccc(F)cc4)c32)cc1OCC (stereo unspecified)
20	O=C(c1ccccc1Br)N1CCC(CN2CCOCC2)CC1
21	O=C(CN(CC1CCOC1)C1CC1)NCc1cccs1 (stereo unspecified)
22	O=C(CSc1nc(-c2cccs2)nc2ccccc12)NCc1ccco1
23	c1csc(CNCC2CCCCC2)c1
24	CCN(CC)CC(=O)NC(=O)Nc1ccccc1
Screen / compound no.,19,20,21,22,23,24
LDHA block,-12.8,-3.3,-6.5,1.2,5.7,-12.6
12-LOX inh,?,26.8%,20.1%,?,-17.3%,12.1%

25	Cc1ccc2[nH]c(=S)nc(-c3ccccc3)c2c1
26	CS(=O)(=O)c1ccc(-c2csc(NC3CCCCC3)n2)cc1
27	CCCCc1noc(CSc2nnnn2-c2ccccc2OC)n1
28	COc1ccccc1CN(C)C(=O)Cn1c(=O)n(C)c2ccccc21
29	O=C(NCc1ccccc1)c1cccc2c1C(=O)N(C1CCCCC1)C2
30	CN(CC(=O)Nc1ccc(Cl)cc1)Cc1cc(F)cc2c1OCOC2
Screen / compound no.,25,26,27,28,29,30
LDHA block,8.9,10.3,2.1,-6.7,4.7,3.6
12-LOX inh,?,-2.9%,-10.8%,-27.2%,-3.3%,4.2%

31	O=C(NCc1ccccc1)C(=O)c1c[nH]c2ccccc12
32	COCCOc1ccc(C(=O)/C=C/c2ccc(OC)c(O)c2)cc1
33	COc1ccc(C(=O)N2c3ccccc3NC3=C(C(=O)CCC3)C2c2ccccc2OC)cc1 (stereo unspecified)
34	O=C(CCCc1c[nH]c2ccccc12)N1CCN(C(=O)c2ccco2)CC1
35	COc1ccc(CC(=O)Nc2c(NCC3CCCCC3)c3ccccc3oc2=O)cc1
36	CS(=O)(=O)Nc1cccc(CNC(=O)CCC2CCCCC2)c1
Screen / compound no.,31,32,33,34,35,36
LDHA block,-1.3,7.5,6.5,-6.0,4.7,-24.6
12-LOX inh,21.3%,?,-23.8%,8.1%,-22.4%,16.2%

37	Cc1cc(C)cc(NC(=O)C(c2ccccc2)N2CCN(C(=O)C3CC3)CC2)c1 (stereo unspecified)
38	COCCn1cnnc1SCC(=O)c1cc(F)ccc1F
39	CCC(c1nc2ccccc2[nH]1)n1c(=O)c(-c2ccco2)nc2ccccc21 (stereo unspecified)
40	COC(=O)c1ccc(C)c(NC(=O)Cc2cc(C(C)=O)ccc2OC)c1
41	O=C(Nc1cc(Cl)cc(Cl)c1)c1ccc2c3c(cccc13)CC2
42	Cc1cc2ccccc2n1CC(=O)N1CCN(CC(=O)N2CCCCCC2)CC1
Screen / compound no.,37,38,39,40,41,42
LDHA block,-2.0,-0.6,0.1,-1.3,-1.1,12.1
12-LOX inh,-21.6%,?,25.1µM*,?,-0.1%,-15.8%

43	O=c1[nH]c2cc3ccccc3cc2nc1-c1nnnn1Cc1ccccc1
44	Cc1ccc(NC(=O)Cc2nc(CSc3nncn3-c3ccccc3C)cs2)cc1
45	COCCNc1nc2c(c(=O)n(C)c(=O)n2C)n1CCc1ccccc1
46	CC(C)n1nnnc1Sc1nc(-c2cccnc2)nc2ccccc12
47	CSc1nc2c(c(=O)n(C)c(=O)n2C)n1Cc1cccc(C)c1
48	COc1cc(/C=C/c2nc3ccccc3s2)cc(OC)c1
Screen / compound no.,43,44,45,46,47,48
LDHA block,7.0,1.4,-2.3,-11.4,1.4,4.7
12-LOX inh,?,?,26.0%,-26.0%,3.1%,11.6%

49	N#C/C(=C/c1ccc(-c2ccccc2)cc1)c1cccc([N+](=O)[O-])c1
50	COc1ccc(Nc2nc(N3CCN(c4ccccc4)CC3)c3cnn(C)c3n2)c(OC)c1
51	CCC(C)NC(=O)CCNC(=O)N1CCn2c1nc1ccccc12 (stereo unspecified)
52	COc1ccc(OCCn2c(NC(=O)c3cccs3)nc3ccccc32)cc1
53	Cc1ccc(NC(=O)c2cc3c(s2)CCCCC3)cc1
54	CCOC(=O)c1nc(NCc2ccccc2OCC)c2ccccc2n1
Screen / compound no.,49,50,51,52,53,54
LDHA block,-8.0,2.2,-0.6,3.1,8.2,0.5
12-LOX inh,8.7%,-3.3%,0.9%,22.6%,16.5%,-2.5%

55	O=C(O)c1cc(NS(=O)(=O)c2ccc(F)c(F)c2)ccc1Cl
56	COCc1nnc(NC(=O)C2CC(=O)N(c3cccc(C)c3)C2)s1 (stereo unspecified)
57	CCCn1c(SCc2csc(-c3ccccc3)n2)nnc1C1CC1
58	CC(=O)c1ccc(-n2cc(-c3ccccc3)cc2-c2ccccc2)cc1
59	O=C(CSc1nc(-c2ccco2)nc2ccccc12)NCCc1ccccc1
60	COc1ccc(C)c2sc(N(Cc3cccnc3)C(=O)C3=COCCO3)nc12
Screen / compound no.,55,56,57,58,59,60
LDHA block,14.7,0.2,-11.9,7.8,-0.5,-7.1
12-LOX inh,-12.9%,-27.6%,?,?,?,?

61	CC(C)/C=N/NC(=O)c1ccc[n+]([O-])c1
62	Cc1cccc2c1NC(=O)C2(O)c1c[nH]c2ccccc12 (stereo unspecified)
63	CCN(CC)C1=NC(=O)C(CC(=O)Nc2cccc(C(=O)NCCc3ccccc3OC)c2)S1 (stereo unspecified)
64	Cn1c(=O)c2[nH]c(N3CCN(CCO)CC3)nc2n(C)c1=O
65	Cc1cc(C(=O)CSc2ccccc2Cl)c(C)[nH]1
66	O=C(NC1CCCC1)C12CC3CC(C1)CC(c1ccccc1)(C3)C2
Screen / compound no.,61,62,63,64,65,66
LDHA block,13.0,-8.6,-1.5,6.6,-2.4,8.7
12-LOX inh,?,20.9%,1.12µM*,8.6%,-69.4%,?

# Six structures from above, sorted by count of non-hydrogen atoms, falling:
39	CCC(c1nc2ccccc2[nH]1)n1c(=O)c(-c2ccco2)nc2ccccc21 (stereo unspecified)
58	CC(=O)c1ccc(-n2cc(-c3ccccc3)cc2-c2ccccc2)cc1
51	CCC(C)NC(=O)CCNC(=O)N1CCn2c1nc1ccccc12 (stereo unspecified)
41	O=C(Nc1cc(Cl)cc(Cl)c1)c1ccc2c3c(cccc13)CC2
5	CN(C)c1ccc(NC(=O)c2ccc(N(C)C)cc2)cc1
25	Cc1ccc2[nH]c(=S)nc(-c3ccccc3)c2c1
Screen / compound no.,39,58,51,41,5,25
LDHA block,0.1,7.8,-0.6,-1.1,-14.8,8.9
12-LOX inh,25.1µM*,?,0.9%,-0.1%,?,?

# Other structures follow:
67	O=C(CSc1nc2ccccc2s1)c1ccc2c(c1)OCCCO2
68	CCCCNC(=O)c1cccc(NC(=O)Cc2ccccc2)c1
69	CCCn1c(=O)c2sc(N3CCCC3)nc2n(CC(=O)Nc2ccccc2OCC)c1=O
70	O=C(O)CCS(=O)(=O)C1CCCC1
71	O=C1C(O)=C(c2ccccc2)C(c2ccccc2)N1Cc1ccccn1 (stereo unspecified)
72	COc1cc(C(=O)/C=C/c2cccc(OC(C)C(=O)O)c2)ccc1O (stereo unspecified)
Screen / compound no.,67,68,69,70,71,72
LDHA block,5.2,6.7,1.2,-6.1,-14.8,4.6
12-LOX inh,13.6%,4.9%,?,-19.6%,-8.4%,?

73	CCC(=O)Oc1ccc2cc(-c3ccccc3)c(=O)oc2c1
74	CN(C)c1ccc(C#N)cc1
75	CC(=O)c1cc(C)c(C)cc1O
76	CCc1ccc(OC(=O)c2cc3cc(Br)ccc3oc2=O)cc1
77	Fc1ccc(-c2ccc(CNCc3cccnc3-n3cccn3)o2)cc1
78	O=C(Nc1cc(C(F)(F)F)ccc1Cl)c1cccc(OCc2ccccc2)c1
Screen / compound no.,73,74,75,76,77,78
LDHA block,-2.3,8.4,9.1,-6.5,-1.4,6.9
12-LOX inh,20.5%,-17.3%,22.4%,-45.1%,0.4%,-10.9%

79	CCOC(=O)c1nc(NCc2ccc(OC)cc2)c2ccccc2n1
80	O=C(NCc1ccc(C(=O)N2CCCCC2)cc1)c1cccc(C(F)(F)F)c1
81	O=Cc1cccc(OCc2ccc(Cl)c(Cl)c2)c1
82	COc1ccc(-c2cc3ccc(OCC(=O)OC(C)(C)C)cc3oc2=O)cc1OC
83	O=C(NCc1ccccc1)Nc1c(NC2CCCC2)c2ccccc2oc1=O
84	O=C(Nc1ccc(C2CC2)cc1)c1cccs1
Screen / compound no.,79,80,81,82,83,84
LDHA block,-2.2,0.2,13.0,7.0,-1.6,9.4
12-LOX inh,6.2%,2.7%,4.9%,28.6%,1.3%,3.8%

85	COc1ccccc1CC(C(=O)Nc1ccccc1C)c1nn[nH]n1 (stereo unspecified)
86	O=C(NC(NC(=O)c1ccccc1)c1ccc(F)cc1)c1ccccc1
87	CC(C)Cc1nn2c(=O)cc(CSc3nnc(-c4ccccc4F)o3)nc2s1
88	COC(=O)CCNCc1ccccc1
89	COc1ccc(/C(C#N)=C\c2ccccc2F)cc1OC
90	COc1cc(C#N)ccc1OCc1csc(-c2cccc(OC)c2OC)n1
Screen / compound no.,85,86,87,88,89,90
LDHA block,0.9,5.1,-9.6,3.0,6.4,1.6
12-LOX inh,?,?,12.8%,16.1%,-15.7%,8.2%

91	COc1cc(C(=O)OC2CCCCC2=O)ccc1OCc1ccccc1Cl (stereo unspecified)
92	NC(=O)C1CCN(C(=O)CCc2c[nH]c3ccccc23)CC1
93	Cc1cc2oc(C(=O)NCc3ccc4c(c3)OCO4)cc(=O)c2cc1C
94	CCCN(C(=O)COc1ccc2c(C)cc(=O)oc2c1C)C1CCS(=O)(=O)C1 (stereo unspecified)
95	CCOC(=O)[C@]12Cc3c(cc(OC)c(OC)c3OC)[C@H]1N(CCC(=O)OC)C(=O)c1cc(OC)ccc12
96	O=C(/C=C/c1ccccc1)N1CCC(C(=O)N2CCN(Cc3cccc(C(F)(F)F)c3)CC2)CC1
97	N#CCN(C(=O)c1ccc2c(c1)OCCCO2)C1CC1
98	O=C(Nc1ccc(C(F)(F)F)cc1)c1ccc(N2C(=O)CCS2(=O)=O)cc1
Screen / compound no.,91,92,93,94,95,96,97,98
LDHA block,3.9,-1.5,3.1,4.6,1.3,-1.9,1.4,9.9
12-LOX inh,9.5%,7.4%,-0.7%,26.4%,?,-74.5%,14.3%,?

# An excerpt, so the mix of outcomes need not match the whole.
